TGFb inhibitor: TGF-b pathway inhibition | HepG2 CAGA-GFP TGF-b/SMAD3 reporter, GFP fluorescence, 18 h; TGF-beta stimulated, 500 pg/mL final | Potency, µM (highest dose often 46.1 µM), inactives show top-dose activity, negative = inhibition, most hits filed as inhibitors | hit rate 1.2% among 410,000; note: potency is the fitted concentration of half-maximal effect; % is set by controls: 0 for no effect and ±100 for the full control effect; nearly all actives have a fitted effect of over 65% in size
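Cell-based qHTS in HEPG2 carrying a CAGA-GFP Smad reporter; compounds added before 500 pg/mL final TGF-beta, 18 h incubation at 37 degrees C, GFP fluorescence quantified per cell by imaging cytometry.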
ATXN viability: viability counter-screen for ATXN expression inhibitors; S2 cells (HEK-293 line with an ATXN2-luciferase reporter) viability, CellTiter-Fluor protease fluorescence, 24 h; hit rate 0.49% among 400,000; Potency, µM (top dose mostly 56.7 µM), hits mostly cytotoxic; note: potency is the fitted concentration of half-maximal effect; nearly all actives have a fitted effect of over 40% in size
CCT chaperon mod: modulators of cytosolic chaperonin (CCT/TRiC) activity. purified chaperonin ATPase assay, HTRF ADP detection, 30 min. activity change, % (concentration not given with the values), hits read low. hit rate 0.3% among 360,000. AID 651819; in the data active = activity change below about -30%; note: % is set by controls: 0 for no effect and ±100 for the full control effect
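TRiC at 40 or 20 nM final (batch-dependent) in 30 mM Tris pH 7.4, 100 mM KCl, 5 mM MgCl2, 1 mM DTT, with compound at single 76 uM and 10 uM ATP, 30 min at 37 deg C. ADP detected by HTRF Transcreener, 665/615 ratio.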
Mm-Cpn inhibitor: blocks the Methanococcus maripaludis chaperonin Mm-Cpn; purified Mm-Cpn ATPase, ADP Transcreener TR-FRET; hit rate 0.031% among 330,000; Potency, µM (highest dose often 76.9 µM), inactives show top-dose activity, negative = inhibition, actives largely listed as inhibitors; note: potency is the fitted concentration of half-maximal effect; % is set by controls: 0 for no effect and ±100 for the full control effect; nearly all actives have a fitted effect of over 80% in size
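Inhibition of chaperonin ATP hydrolysis is measured as reduced ADP production, detected by competitive TR-FRET in which signal falls with ADP. Final enzyme 25 nM and ATP 10 uM, reacted 30 min at 37°C.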
pAkt inh: inhibitors of Akt phosphorylation; Neuro2A IGF-stimulated pAkt S473 HTRF, 20 min; active compounds read low; activity change, % for hits at 50 µM; hit rate 0.32% among 360,000; in the data active = activity change below about -80%; inconclusive = mostly about -51% to -80%; note: % is set by controls: 0 for no effect and ±100 for the full control effect
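Neuro2A cells (4,500/well, DMEM with 0.5% FBS) were treated with compound at a single 50 µM final concentration, stimulated with 6 nM IGF for 20 min at 37 °C, and lysed. Phospho-Akt Ser473 was read by HTRF as 665/615 ratio ×10^4.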
A549 tox: counter-screen for Nrf2 inhibitors: cytotoxicity in A549 cells; hit rate 0.16% among 390,000; Potency, µM (top dose mostly 46 µM), for inactives: at the highest dose activity change, negative = cytotoxicity, most hits filed as inhibitors; A549 ARE-Fluc cells, CellTiter-Fluor viability, 18-24 h; note: potency is the fitted concentration of half-maximal effect; % is set by controls: 0 for no effect and ±100 for the full control effect
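Cytotoxicity counterscreen: CellTiter-Fluor fluorescence was measured in A549 ARE_Fluc cells after 18-24 h of compound exposure in a concentration series. The subsequent BugLite luminescent read reports ARE-luciferase activity.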
HepG2 viability: counter-screen for TGF-b inhibitors: cytotoxicity in HepG2 cells | HepG2 CAGA-GFP viability, ATP luminescence, 18 h | Potency, µM (highest dose often 46.1 µM), for inactives: top-dose activity change, negative = cytotoxicity, usual class: cytotoxic | hit rate 0.76% among 410,000 | AID 588856; note: potency is the fitted concentration of half-maximal effect; some results filed as inactive show a strong effect at the top dose
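HepG2 CAGA-GFP cells (1000/well, DMEM with 1% FBS) received compound, then TGF-beta at 500 pg/mL final, and were incubated 18 hours at 37 degrees C. Viability was read by CellTiter-Glo luminescence. Media-only wells were set as complete cell-killing and DMSO as no toxicity.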
Nrf2 inh: blocks Nrf2 signaling | Potency, µM (titrated, usually from 46 µM), for the others: at the top dose activity change, negative = inhibition, actives largely listed as inhibitors | A549 ARE-Fluc reporter, luciferase luminescence, 18-24 h | AID 504444 | hit rate 2.1% among 360,000; note: potency is the fitted concentration of half-maximal effect; % is set by controls: 0 for no effect and ±100 for the full control effect; nearly all actives have a fitted effect of over 60% in size
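Cells were seeded and rested 2 h, then exposed to compounds for 18-24 h. CellTiter-Fluor was read first as a viability measure. BugLite was added 15 min before the final luminescent read of ARE-luciferase activity in A549 cells.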
Nrf2 activator: activators of Nrf2 (ARE) signaling. hit rate 0.31% among 410,000. AREc32 ARE-luciferase reporter (MCF7-derived line), luminescence, 24 h. Potency, µM (top dose mostly 46.1 µM), for inactives: top-dose activation, most hits filed as activators; note: potency is the fitted concentration of half-maximal effect; % of control where 0% means no effect; nearly all actives have a fitted effect of over 65% in size
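Quantitative high-throughput format: AREc32 reporter cells, 1000 per well, received compound by pin transfer and were incubated 24 hr at 37 deg C, 5% CO2, before Steady-Glo luminescence detection.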
Numbers without * were called inactive; i = inactive; ? = inconclusive; / = no result given; & = joins results of further samples; ! = not active in a repeat; [ ] = another dose, or the depositor's remark. Unless noted, calls come from the whole dose curve; as a rule, active = well fitted curve in the direction sought with a large enough effect; inconclusive = small, poorly fitted or top-dose-only effect, or another doubt; inactive = no such curve, though single readings can be large; an effect the other way counts as inactive or inconclusive. This is a random part of the collection; 4.4% or so of the library scored in one or more.

Each structure is followed by: CCT chaperon mod	HepG2 viability	Nrf2 inh	TGFb inhibitor	A549 tox	pAkt inh	ATXN viability	Nrf2 activator	Mm-Cpn inhibitor
- CCCCN(C(=O)c1cc(Cl)nc2ccccc12)c1c(N)n(Cc2ccccc2)c(=O)[nH]c1=O
  -4.3	-8%	-16%	1%	-16%	i	i	-0.3%	-1%
- CS(=O)(=O)N1CCN(C2CCN(Cc3ccccc3)CC2)CC1
  -1.3	0%	20%	-16%	-1%	i	i	-0.9%	-1%
- C=CCC[C@@H](Cc1ccc(F)cc1)C(=O)OCCNC(=O)[C@@H](CC=C)CC(=O)N[C@@H](CO)Cc1ccccc1
  -2.9	3%	9%	32%[activator]	3%	i	i	3.7%	-2%
- COc1ccc(CCNC(=O)Cn2c(=O)n(-c3ccc(C)c(F)c3)c(=O)c3sccc32)cc1OC
  -0.6	3%	?	-6%	-13%	i	?	0.3%	-16%
- C=C(C)CSc1nnc([C@@H]2CCCN2)o1
  2.0	1%	1%	75%[activator]	-7%	i	i	-1.7%	2%
- Cc1cc2nn(-c3ccc(F)cc3)nc2cc1N
  -4.0	-23%	?	?	2%	i	i	5.3%	0%
- CC(C)=CCN1CCN(Cc2cccc3c2OCO3)CC1CCO (centres undefined)
  -1.2	0%	11%	18%	0%	i	i	-0.2%	-2%
- CCOC(=O)Cc1nnc(NC(=O)C(CC)Sc2nncn2C)s1 (centres undefined)
  0.6	1%	0%	9%	-1%	i	i	0.4%	-1%
- COc1ccc(/C=N/NC(=O)Nc2cccc3nsnc23)cc1
  0.6	46%	8%	15%	2%	i	/	4.6%	-2%
- CCOc1ccc(S(=O)(=O)Nc2ccc(C(=O)NCC(c3ccccc3)N(C)C)cc2)cc1 (centres undefined)
  -2.3	-8%	-10%	-3%	-4%	i	i	-0.2%	-3%
- CCCCNc1c([N+](=O)[O-])cc(C(=O)O)cc1[N+](=O)[O-]
  -1.4	-1%	2%	-16%	-4%	i	i	-0.1%	2%
- Nc1ncnc2c1nc(-c1ccccc1)n2C1OC(CO)C(O)C1O (centres undefined)
  -2.6	-9%	/	-21%	/	i	i	-0.3%	/
- O=C(O)[C@H](Cc1ccccc1)NC(=O)N1CCOCC1
  -0.9	-1%	10%	-4%	-8%	i	i	-0.1%	0%
- COc1ccc(NC(=O)c2cc(S(=O)(=O)N3CCCCC3)c[nH]2)cc1
  0.2	-17%	-5%	-12%	-3%	i	i	0.4%	3%
- Nc1cc(=O)[nH]c(=O)n1CCCc1ccccc1
  -0.2	-11%	0%	-3%	-5%	i	i	-0.1%	/
- COc1ccc(C(CCN2CCCC2)c2c(OC)cc(OC)c3c(-c4ccccc4)cc(=O)oc23)cc1 (centres undefined)
  -4.5	-41%&-48%	12%&7%	?	-3%&-11%	i	?	9.4%	1%
- CCN(CC)CC(=O)Nc1scc2c1c(=O)oc1ccccc12
  2.4	-27%	?	-2%	0%	i	i	1.9%	1%
- Cc1ccccc1NC(=O)C1CCCN(C(=O)NCc2ccccc2)C1 (centres undefined)
  -0.8	10%	5%	-3%	4%	i	i	0.2%	-1%
- Cc1nn(C)c(Cl)c1C(=O)NC(C(=O)O)c1ccccc1 (centres undefined)
  1.2	-10%	-4%	-6%	0%	i	i	-0.5%	-1%
- CCOC(=O)c1nc(Nc2ccc(Nc3ccccc3)cc2)c2ccccc2n1
  -2.3	-19%	?	-26%	?	i	?	0.3%	-2%
- CSc1ccccc1C(=O)OCC(=O)Nc1c(C)n(C)n(-c2ccccc2)c1=O
  0.2	3%	/	4%	/	i	i	-3.0%	/
- COc1ccccc1NC(=O)COC(=O)c1ccc2c(c1)nc(C)n2-c1ccccc1
  0.0	0%	16%	5%	3%	i	i	0.2%	0%
- CCOC(=O)C1=C(C)NC(SCC(=O)O)=C(C#N)C1c1ccco1 (centres undefined)
  -1.5	3%	12%	0%	0%	i	?	-0.2%	-1%
- CN(C)c1ccc(/C=C/C=N/Nc2nc(N3CCOCC3)nc(N3CCOCC3)n2)cc1
  0.1	-2%	-12%	?	-7%	i	/	1.7%	-1%
- CCC(CC)C(=O)Nc1ccc(Cl)c(Cl)c1
  -3.8	0%	/	0%	1%	i	i	0.3%	3%
- COc1ccc(NC(=O)CSc2nc3ccccc3nc2N2CCOCC2)c(OC)c1
  0.8	-20%&-34%	?	-14%&-41%	-1%&-16%	i	4.5µM*!	-0.7%&0.4%	-2%
- CCOC(=O)C1CCN(S(=O)(=O)c2c(C)noc2C)CC1
  1.0	7%	8%	-3%	-5%	i	i	-0.6%	-2%
- c1ccc(C2c3[nH]c4ccccc4c3CCN2Cc2cccn2-c2cccnc2)nc1 (centres undefined)
  1.8	-7%	-9%	-2%	7%	i	i	3.6%[9.22 µM]	-4%
- CC(C)c1ccc(S(=O)(=O)N2CCN(Cc3cccc(F)c3)CC2)cc1
  /	-11%	/	-29%	22%	/	i	-0.1%	/
- O=C1CCCN1c1ccc(S(=O)(=O)NCc2ccco2)cc1
  1.0	8%	?	2%	-1%	/	i	-0.6%	3%
- O=C(Cn1c(C(F)(F)F)nc2ccccc21)N/N=C/c1ccco1
  1.5	14%	-2%	8%	-7%	i	?	16%	1%
- CC1(C(=O)NS(=O)(=O)c2ccc(Cl)s2)CCN1C(=O)C1(c2ccccc2)CCCC1 (centres undefined)
  0.7	-41%	/	7%	/	i	i	-0.7%	/
- N#CCCN(Cc1cccnc1)C(=S)Nc1ccc(OC(F)F)cc1
  1.8	7%	7%	0%	1%	i	i	-0.5%	1%
- Cc1ccc(C(=O)N2CC(=O)NC(=O)C2)cc1
  -1.2	-1%	-6%	7%	-5%	i	i	-0.4%	2%
- CC1CN(C(=O)/C=C/c2ccc([N+](=O)[O-])s2)CC(C)O1 (centres undefined)
  -0.1	10µM*	17%	?	-15%	i	i	?	-6%
- COc1cc(C)nc(N(Cc2ccccc2)S(=O)(=O)c2ccccc2)n1
  -0.8	-18%	-14%	4%	-1%	i	i	-0.1%	0%
- COc1ccc(NC(=O)CSc2nncn2N)c(OC)c1
  -1.4	7%	9%	11%	-3%	i	i	-0.1%	2%
- CCOC(=O)CCNC(=O)N1CCCC(CCC(=O)N(C)CCc2ccccn2)C1 (centres undefined)
  -3.7	-6%	-19%	-3%	6%	i	i	0.4%	-1%
- O=C(O)CCn1[nH]c(=O)c2ccccc2c1=O
  0.5	-12%	26%	-3%	-2%	i	i	0.3%	-16%
- Cc1cc(NC(=O)C(C)SCC(=O)OCC(=O)N(Cc2ccccc2)C(C)(C)C)no1 (centres undefined)
  0.4	23%	0%	0%	8%	i	i	-0.5%	1%
- CS(=O)(=O)C1=NN2C(=N)/C(=C\c3ccc(OC(=O)c4ccco4)cc3)C(=O)N=C2S1
  2.2	-8%	-8%	-7%	8%	i	i	0.1%	-3%
- O=C1CC(N(O)c2ccccc2)C(=O)N1Cc1ccccc1 (centres undefined)
  2.2	-28%	-14%	-3%	0%	i	i	8.6%	1%
- Cc1ccc(S(=O)(=O)NCC(c2ccc(N(C)C)cc2)N2CCc3ccccc32)cc1 (centres undefined)
  /	-11%	/	-11%	-16%	/	/	-0.7%	/
- CCOc1ccc(S(=O)(=O)NCC(c2ccc3c(c2)OCO3)N2CCN(C)CC2)cc1 (centres undefined)
  1.5	-28%	15%	-13%	20%	i	/	0.0%	-1%
- Cc1cc(O)c(C(C)C)cc1NC(=O)Nc1ccc([N+](=O)[O-])cc1
  -1.4	9%	?	1%	-2%	i	i	4.2%	/

Some values from the entries so far.
Result of CCOC(=O)c1nc(Nc2ccc(Nc3ccccc3)cc2)c2ccccc2n1 in HepG2 viability: -19%
Result of CCC(CC)C(=O)Nc1ccc(Cl)c(Cl)c1 in CCT chaperon mod: -3.8

Sorted by the number under Mm-Cpn inhibitor (high to low): 3 of the compounds above.
mol	CCT chaperon mod	TGFb inhibitor	pAkt inh	Nrf2 activator	Mm-Cpn inhibitor
COc1ccc(NC(=O)CSc2nncn2N)c(OC)c1	-1.4	11%	i	-0.1%	2%
CCOC(=O)CCNC(=O)N1CCCC(CCC(=O)N(C)CCc2ccccn2)C1 (centres undefined)	-3.7	-3%	i	0.4%	-1%
O=C(O)CCn1[nH]c(=O)c2ccccc2c1=O	0.5	-3%	i	0.3%	-16%

(next part)
Each structure is followed by: CCT chaperon mod	HepG2 viability	Nrf2 inh	TGFb inhibitor	A549 tox	pAkt inh	ATXN viability	Nrf2 activator	Mm-Cpn inhibitor
- OC(CNCC1CCCO1)Cn1c2ccccc2c2ccccc21 (centres undefined)
  -1.8	-12%	/	8%	0%	i	i	3.2%	1%
- CCCn1c(SCc2ccc(Cl)cc2)nc2c1c(=O)[nH]c(=O)n2C
  -1.6	11%	/	-19%	-4%	i	i	2.4%	0%
- O=C(Nc1ccc2ccccc2c1)NC1CCS(=O)(=O)C1 (centres undefined)
  0.5	-2%	17%	-8%	4%	i	i	0.5%	1%
- COc1ccc(OC)c(C(O)c2nc3ccccc3n2C(C)C)c1 (centres undefined)
  0.2	-4%	7%	-21%	-9%	i	i	0.3%	-2%
- CC1CCCCN1C(=O)CSc1nc2ccccc2n1CC(=O)N1CCc2ccccc21 (centres undefined)
  -1.9	-29%	7%	-8%	-24%	i	i	0.4%	-1%
- Cc1ccc(CN2CCN(/N=C/c3ccc(C(F)(F)F)cc3)CC2)c(C)c1
  0.1	-31%	-14%	-30%	0%	i	i	0.8%	1%
- Cc1ccc(C)c(Cn2cc(CCC(=O)NC3CCCCC3)c3ccccc32)c1
  /	4%	0%	-3%	15%	/	/	0.1%	/
- COc1ccc(C(=O)C2CCCN(C(=O)c3csc(C(C)=O)c3)C2)c(C)c1 (centres undefined)
  0.8	-4%	-5%	-7%	-9%	i	i	3.7%	1%
- CCOc1cc2[nH]c(=O)n(CCCCC(=O)NCc3ccco3)c(=O)c2cc1OCC
  -5.5	-12%	?	-11%	-27%	i	i	-0.1%	0%
